MC4R barr agon = human MC4R agonism via beta-arrestin. P32245. U2OS MC4R beta-arrestin complementation, luminescence; percent of melanotan II response, DMSO zero. activation, % at 8.9 µM. 360,000 tested, 0.98% active;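 active means activation above a per-plate cutoff, the mean activation of sample wells on that plate plus 3 SD, cut at about 8% in these data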
iPSC survival up = hiPSC single-cell survival enhancement; survival enhancement, % at 20 µM; ATPlite luminescence; 100% = ROCK inhibitor wells, 0% = DMSO; 360,000 tested, 0.044% active; in the data active means survival enhancement above about 18%;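 further: cells exposed to compounds for 16 hours before the ATP read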
aDG glyco act = increases alpha dystroglycan glycosylation. 360,000 tested, 0.22% active. AID 624168. activation, % at 10 µM. Pro5-aDG cells, alpha-DG glycosylation AlphaScreen (IIH6); 0% Pro5, 100% B10-LARGE cell signal;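 active means activation of at least 8% versus controls, or a plate z-score of at least 8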;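 further: Pro5 are CHO cells carrying HIG-tagged alpha-DG that lacks glycosylation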
H9c2 protect = modulators protecting cardiomyocytes from myocardial damage; protection from H2O2 cell death, % at 20 µM; H9c2 cardiomyocytes, H2O2 injury protection, ATPLite, 2 h; 360,000 tested, 0.63% active;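 active means compounds giving at least 50% protection of heart cells from peroxide-induced death in the single-dose screen, raw or plate-pattern-corrected value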;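 further: 0% = DMSO wells with peroxide and 100% = DMSO wells without peroxide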
ABHD5 PLIN5 PPI = inhibitors of human ABHD5-perilipin-5 interaction. 360,000 tested, 0.78% active. inhibition, % at 4 µM. Q00G26+Q8WTS1. Split G. princeps luciferase complementation, luminescence, 4 h;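 active means inhibition above the mean inhibition across every tested compound plus 3 SD, cut at about 22% in these data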;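 further: 0% = DMSO only wells and the 100% control is not disclosed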
Target sequence (Q00G26 whole entry, looked up): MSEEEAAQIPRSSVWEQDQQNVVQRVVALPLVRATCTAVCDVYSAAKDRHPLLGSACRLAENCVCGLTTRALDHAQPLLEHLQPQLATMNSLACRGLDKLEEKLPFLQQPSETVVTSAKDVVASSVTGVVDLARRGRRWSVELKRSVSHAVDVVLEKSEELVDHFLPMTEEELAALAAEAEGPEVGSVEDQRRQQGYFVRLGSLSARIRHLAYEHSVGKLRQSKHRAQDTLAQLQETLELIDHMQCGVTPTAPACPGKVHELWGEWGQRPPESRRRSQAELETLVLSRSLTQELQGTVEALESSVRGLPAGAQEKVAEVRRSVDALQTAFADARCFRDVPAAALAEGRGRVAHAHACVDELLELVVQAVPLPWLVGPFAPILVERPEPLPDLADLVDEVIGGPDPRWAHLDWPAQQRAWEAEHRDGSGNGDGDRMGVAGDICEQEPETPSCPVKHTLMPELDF
Target sequence (Q8WTS1 whole entry, looked up): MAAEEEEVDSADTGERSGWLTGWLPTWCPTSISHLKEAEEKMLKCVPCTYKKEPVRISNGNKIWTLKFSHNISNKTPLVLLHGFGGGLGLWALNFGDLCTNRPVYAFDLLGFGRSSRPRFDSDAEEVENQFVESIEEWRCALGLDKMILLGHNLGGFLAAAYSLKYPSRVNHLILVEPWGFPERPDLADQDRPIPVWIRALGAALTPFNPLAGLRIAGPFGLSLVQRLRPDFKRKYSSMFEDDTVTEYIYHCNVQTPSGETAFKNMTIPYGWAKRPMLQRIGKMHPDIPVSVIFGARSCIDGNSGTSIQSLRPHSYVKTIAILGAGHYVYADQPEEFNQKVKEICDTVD
m5-HT2A agonist = agonists of mouse serotonin 5-HT2A receptor (HTR2A); activation, % at 7.6 µM; P35363; 360,000 tested, 0.66% active; CHO-K1 mHTR2A beta-arrestin complementation, luminescence; percent of 30 µM serotonin response;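 active means activation above a run cutoff, the mean activation of all tested compounds plus 3 SD, cut at about 14% in these data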;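 further: 0% = plate median of compound wells and 100% = 30 µM serotonin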
ABCB6 inh 2 = human ABCB6 transporter inhibition; Q9NP58; K562-ABCB6 porphyrin accumulation, flow cytometry, 1 h; stronger effect = lower value; fluorescence ratio to DMSO, % at 10 µM; 360,000 tested, 0.19% active;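 active means fluorescence ratio to DMSO below 75%, the collection mean minus 3 SD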;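 further: signal is porphyrin accumulated inside mitochondria; 100% equals median channel fluorescence of DMSO control wells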
MC4R antag cAMP = human MC4R antagonism in cAMP assay; P32245; MC4R-expressing cells, MTII-stimulated cAMP, LANCE TR-FRET; inhibition, % at 6.5 µM; 360,000 tested, 0.48% active;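 active means inhibition above its plate's cutoff, the mean of tested wells on that plate plus 3 SD, cut at about 29% in these data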;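 further: 0% = Melanotan II alone and 100% = Melanotan II plus saturating MCL0020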
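Material: human MC4R-expressing U2OS cells. Probe or stimulus: Melanotan II challenge. Dosing: 6.5 µM single dose. Times: 30-min compound, 1-h challenge, 1-h detection, room temperature. Technique: TR-FRET with Eu-cAMP and labeled anti-cAMP, 671 nm. Replication: singlicate.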
N-glyco inh = blocks N-linked glycosylation in D54 reporter cells. D54 ERlucT glycosylation luciferase reporter, 24 h; percent of 100 nM tunicamycin response. reporter increase, % at 12.5 µM. 360,000 tested, 0.23% active. AID 588692;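 active means mean luciferase reporter signal, scaled so untreated is 0 and the glycosylation-blocking control 100, at or above a set limit in every replicate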;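 further: luciferase carries N-glycosylation sites so blocking glycosylation raises the light; 0% = median of neutral control wells and 100% = median of 100 nM tunicamycin wells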
Exocytosis inh = lytic granule exocytosis inhibition | 360,000 tested, 0.66% active | AID 651702 | TALL-104 LAMP-1 surface exposure, flow cytometry; cells stimulated with thapsigargin and PMA | inhibition, % at 10 µM;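 active means inhibition above about 55%, limit read from the data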
* hit, by the source's call; i = inactive; . = not tested or not shown.

1: COc1ccc(C(=O)NCC(=O)NCC(=O)OCc2ccc(Cl)cc2)cc1
2: Cc1cc2[nH]c(=O)c(=O)[nH]c2cc1S(=O)(=O)NC1CCCCC1C (stereo not drawn)
3: CCOc1ccc(OCCC(=O)Nc2cccc(S(=O)(=O)N3CCCC3)c2)cc1
4: O=C(CCN1C(=O)/C(=C/c2ccccc2F)SC1=S)NCCCn1ccnc1
5: COc1ccc(N2CCN(C(=O)/C=C/c3ccco3)CC2)cc1
6: CCn1c(CNS(=O)(=O)c2ccc(Br)cc2)n[nH]c1=S
7: CCCCNC(=O)c1ccc(-n2c(=S)[nH]c3ccccc3c2=O)cc1
8: Brc1cccc(OCCCNC2CCCC2)c1

screen / no.	1	2	3	4	5	6	7	8
MC4R barr agon	1.1	-0.5	-2.3	-1.9	-1.9	-4.2	-2.9	3.3
iPSC survival up	-0.6	2.3	0.0	-0.8	-0.6	-0.4	0.0	-0.4
aDG glyco act	0.1	0.1	0.2	-0.2	0.1	0.4	0.2	1.2
H9c2 protect	-1	9	-8	-8	13	-3	1	3
ABHD5 PLIN5 PPI	-13	1	0	-9	5	0	3	-4
m5-HT2A agonist	0	4	-3	-6	10	-7	-3	-4
ABCB6 inh 2	94	102	97	98	98	103	95	103
MC4R antag cAMP	6	-5	0	2	-3	17	2	-2
N-glyco inh	2	-6	-2	1	0	0	1	-2
Exocytosis inh	10	0	8	1	1	6	-4	13

Next part, overlapping the part above by 2 compounds.
7: CCCCNC(=O)c1ccc(-n2c(=S)[nH]c3ccccc3c2=O)cc1
8: Brc1cccc(OCCCNC2CCCC2)c1
9: O=C(O)C1CCCN(S(=O)(=O)c2cccc3cccnc23)C1 (stereo not drawn)
10: NS(=O)(=O)c1ccc(Nc2ccc3nonc3c2[N+](=O)[O-])cc1
11: COc1ccc([C@H]2CC(=O)C=C(c3ccc(C(F)(F)F)c(C(F)(F)F)c3)C2)cc1OC
12: C#CCOCCOCCOCCNc1nc(N2CCN(C(=O)[C@H]([C@@H](C)CC)n3cc([C@@H](N)Cc4ccc(O)cc4)nn3)CC2)nc(N2CCN(C(=O)[C@H](CCCCN)n3cc([C@@H](N)C(C)CC)nn3)CC2)n1 (stereo partly drawn)
13: COC(=O)c1ccc(CSc2cc(C)c3cccc(C)c3n2)o1
14: CCOC(=O)C1=C(CN2CCSCC2)NC(=O)NC1c1ccc2c(c1)OCO2 (stereo not drawn)
15: COc1cc(NS(=O)(=O)c2ccc(NC(=S)NC(=O)c3sc4ccccc4c3Cl)cc2)ncn1
16: O=C(O)c1ccccc1-c1ccc(/C=c2\sc3nc4cc(Br)cnc4n3c2=O)o1

screen / no.	7	8	9	10	11	12	13	14	15	16
MC4R barr agon	-2.9	3.3	-0.3	-3.1	3.0	-0.9	-0.4	-1.0	15*	-0.4
iPSC survival up	0.0	-0.4	-0.8	0.8	-0.2	-2.5	0.4	0.0	2.9	-1.3
aDG glyco act	0.2	1.2	-0.1	-0.3	0.2	-0.3	0.0	-0.2	0.0	0.2
H9c2 protect	1	3	2	-3	-14	1	-1	-5	3	-2
ABHD5 PLIN5 PPI	3	-4	7	-6	9	15	-7	-5	-5	-6
m5-HT2A agonist	-3	-4	1	0	4	-2	3	0	3	1
ABCB6 inh 2	95	103	100	103	104	96	99	97	99	108
MC4R antag cAMP	2	-2	-3	-3	7	1	-8	7	-1	-4
N-glyco inh	1	-2	0	1	-6	4	0	-2	1	-1
Exocytosis inh	-4	13	-5	1	-4	10	-2	-1	2	-8

17: Cc1ccc(C(=O)N/C(=C\c2ccccc2)C(=O)OCc2ccccc2)cc1
18: CCCCCC(/C=N/Nc1ccc(S(=O)(=O)N2CCOCC2)cc1[N+](=O)[O-])=C\c1ccccc1
19: COCCN(C(=O)Cn1nnc2ccccc21)C(C(=O)NC1CCCC1)c1cc(OC)ccc1OC (stereo not drawn)
20: COc1cccc(OCC(=O)N(C)Cc2nc(-c3cccc(C)c3)no2)c1
21: COc1ccc(CCC(=O)NNC(=S)Nc2cccc(C(C)=O)c2)cc1
22: O=C(c1cn(-c2ccccc2)nc1-c1cccnc1)N1CCCCC1
23: COc1cc2c(cc1OC)C(=O)CCS2
24: COc1cccc2cc(C(=O)C3=C(O)C(=O)N(Cc4ccco4)C3c3cccnc3)oc12 (stereo not drawn)

screen / no.	17	18	19	20	21	22	23	24
MC4R barr agon	-1.0	-0.5	1.1	-0.8	0.1	-0.6	0.4	-0.5
iPSC survival up	1.7	4.0	-2.8	0.0	-0.8	1.9	1.3	0.3
aDG glyco act	-0.1	0.0	0.4	-0.2	0.2	0.1	-0.1	0.5
H9c2 protect	-2	-7	8	-8	1	-3	12	8
ABHD5 PLIN5 PPI	-3	-7	-9	-1	-7	3	-1	12
m5-HT2A agonist	-7	-1	4	-1	9	0	-4	13
ABCB6 inh 2	98	88	105	83	103	101	104	96
MC4R antag cAMP	4	-1	3	-2	0	5	-2	29*
N-glyco inh	-4	-4	2	0	2	0	1	-1
Exocytosis inh	5	0	-2	25	0	4	1	-5

3 compounds from above, reduced to ABHD5 PLIN5 PPI and MC4R barr agon:
No. | molecule | ABHD5 PLIN5 PPI | MC4R barr agon
21 | COc1ccc(CCC(=O)NNC(=S)Nc2cccc(C(C)=O)c2)cc1 | -7 | 0.1
22 | O=C(c1cn(-c2ccccc2)nc1-c1cccnc1)N1CCCCC1 | 3 | -0.6
23 | COc1cc2c(cc1OC)C(=O)CCS2 | -1 | 0.4

The listing continues:
25: O=C(CCc1ccccc1)NNC(=O)C12CC3CC(CC(C3)C1)C2
26: Cc1ccc(N(C)S(=O)(=O)c2cccc(C(=O)NC3CC(C)(C)NC(C)(C)C3)c2)cc1
27: Cc1ccn2c(=O)c(C(=O)NCCCN3CCCC3=O)c(O)nc2c1
28: CC(=O)c1sc(NC(=O)c2cccc(C)c2)nc1C
29: CN(C)c1ccc(/C=C2\SC(=S)N(Nc3ncc(C(F)(F)F)cc3Cl)C2=O)cc1
30: CCOC(=O)c1ccc(CSc2nnc(-c3ccncc3)n2N)cc1
31: CN(N=Nc1nc[nH]c1C(N)=O)C1CCCCC1
32: COc1ccc(C=NNc2nc3ccccc3s2)cc1

screen / no.	25	26	27	28	29	30	31	32
MC4R barr agon	-1.9	-3.3	-2.6	1.5	1.9	1.6	.	9.1*
iPSC survival up	3.9	0.0	-0.2	0.9	-0.9	-2.3	0.4	-3.7
aDG glyco act	0.0	0.0	0.0	-0.3	-0.3	0.4	-0.2	-0.1
H9c2 protect	-2	12	0	-6	-2	13	22	-22
ABHD5 PLIN5 PPI	0	5	4	1	-5	1	16	-3
m5-HT2A agonist	-3	-6	7	-2	4	2	10	-1
ABCB6 inh 2	105	100	99	94	i	97	100	94
MC4R antag cAMP	4	-5	2	13	0	-5	.	-8
N-glyco inh	0	-2	0	-2	-1	11	-3	-18
Exocytosis inh	-1	6	-12	-6	1	-1	-2	3

33: COc1ccc(N2CCN(C(=O)CSc3nnc(C4CC4)n3C3CC3)CC2)cc1
34: CNS(=O)(=O)c1ccc(NC(=O)C2c3ccccc3Oc3ccccc32)cc1
35: CCOC(=O)C1CCN(C(=O)C23CC4CC(CC(C4)C2)C3)CC1
36: COc1ccc(Cc2c(C3CCCCC3)nc3c4ccccc4ccn23)c(C)c1
37: N#C/C(=C\c1ccccc1)C(=O)NNS(=O)(=O)c1ccc(Br)cc1
38: CCOC(=O)C(=Cc1ccccc1)C(=O)c1ccccc1
39: O=C(Nc1ccc2c(c1)OCO2)C1CCCN(S(=O)(=O)c2cccs2)C1 (stereo not drawn)
40: CCc1nnc(NC(=O)c2cccc(S(=O)(=O)N(C)c3ccc(OC)cc3)c2)s1

screen / no.	33	34	35	36	37	38	39	40
MC4R barr agon	1.1	1.1	0.8	.	-1.7	-1.5	0.9	-1.7
iPSC survival up	-2.0	1.5	-0.5	3.5	-0.8	-1.2	3.8	-1.3
aDG glyco act	-0.2	-0.3	-0.1	0.1	-0.3	0.2	0.0	0.2
H9c2 protect	10	-4	-9	-5	4	-6	-13	1
ABHD5 PLIN5 PPI	4	-8	7	-2	1	87*	7	3
m5-HT2A agonist	2	1	3	0	1	-6	-2	3
ABCB6 inh 2	81	101	83	112	98	96	102	95
MC4R antag cAMP	14	4	4	.	13	13	-1	6
N-glyco inh	-7	-1	-3	1	0	2	1	-1
Exocytosis inh	-9	-1	2	-1	-21	14	4	-3

41: COc1ccc(Cc2c(-c3ccccc3)nc3c(C)cc(Br)cn23)c(C)c1
42: COC(=O)/C=C/c1ccc(OC(=O)c2ccncc2)cc1
43: Cc1nn(C)c(Cl)c1NC(=O)OCc1ccc(F)cc1
44: O=c1c([N+](=O)[O-])cccn1Cc1cccc(Cl)c1
45: Cc1nn(CCCNC(=O)C2CCCO2)cc1Br (stereo not drawn)
46: CCN(CC(=O)Nc1ccc(NC(C)=O)cc1)C(=O)c1ccc2c(c1)S(=O)(=O)N=C1CCCCCN12
47: O=C(CCNC(=O)c1ccccc1Cl)Nc1nc2ccccc2[nH]1
48: O=C(Nn1cnnc1)c1cc([N+](=O)[O-])cc([N+](=O)[O-])c1

screen / no.	41	42	43	44	45	46	47	48
MC4R barr agon	.	-1.3	2.2	0.9	-0.6	-2.4	-1.6	-1.1
iPSC survival up	1.9	0.5	-1.2	3.2	-1.7	-0.4	-3.1	2.6
aDG glyco act	-0.1	-0.3	0.0	0.2	-0.2	1.2	0.0	0.0
H9c2 protect	-2	0	3	8	6	-5	-2	4
ABHD5 PLIN5 PPI	-6	3	-10	-10	8	4	-8	0
m5-HT2A agonist	-3	4	0	0	1	6	4	4
ABCB6 inh 2	100	82	104	101	93	94	100	93
MC4R antag cAMP	.	5	-3	4	-2	-5	-2	11
N-glyco inh	0	2	1	2	3	2	1	2
Exocytosis inh	-3	-5	-1	-9	0	22	0	-2

49: O=C(Nc1cccc(NC(=O)c2ccccc2Cl)c1)c1ccco1
50: Cc1ccsc1C1CC(=O)Nc2ccccc2S1 (stereo not drawn)
51: COc1ccc(S(=O)(=O)N2CCSC2c2ccc(N)cc2)cc1 (stereo not drawn)
52: Cc1ccsc1-c1nc(-c2ccccc2)c(-c2ccccc2)[nH]1
53: O=C(c1ccc(CNS(=O)(=O)c2ccccc2)cc1)N1CCN(Cc2ccccc2)CC1
54: CCc1ccc(NC(=O)CC2C(=O)NCCN2C(=O)c2ccc(F)cc2)cc1 (stereo not drawn)
55: CCNC(=S)/N=C(\N)Nc1nc(C)c2cc(C)ccc2n1
56: Cc1ccc(C(=O)Nc2ccccn2)cc1S(=O)(=O)N1CCOCC1

screen / no.	49	50	51	52	53	54	55	56
MC4R barr agon	-1.8	-3.2	-0.6	10*	-0.7	-2.4	0.8	-0.8
iPSC survival up	-0.1	-0.7	2.5	-2.0	2.9	-0.1	0.2	-0.1
aDG glyco act	0.5	-0.2	-0.2	0.8	0.2	0.1	1.5	-0.1
H9c2 protect	-5	2	0	-5	1	3	12	6
ABHD5 PLIN5 PPI	1	-5	-14	-9	3	0	-24	4
m5-HT2A agonist	5	-5	-1	3	-4	6	-2	0
ABCB6 inh 2	99	103	99	98	96	97	108	100
MC4R antag cAMP	13	-4	1	0	12	3	16	-1
N-glyco inh	0	2	1	0	-6	0	6	2
Exocytosis inh	3	1	-1	-1	-2	7	-4	1
